S1P2 antag – blocks the human S1P2 receptor; actives 0.21% (n = 97,000); inhibition, % at 5 µM; cell-based S1P2 antagonist assay, inhibition at 5 uM; in the data active = inhibition above about 45%;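 note: CRE beta-lactamase reporter cells expressing human S1P2 stimulated with S1P; 0% = agonist at EC80 alone and 100% = agonist plus reference antagonist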
Rev-RRE block – HIV Rev-RRE protein-RNA interaction inhibition | P05866 | Rev peptide-RRE RNA binding, FRET | inhibition, % at 8 µM | actives 0.79% (n = 97,000) | AID 704;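 active = inhibition above the screen-wide mean plus 3 SD, cut at about 35% in these data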;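 note: 0% = median DMSO wells and 100% = median Neomycin B control wells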
Target sequence (P05866 whole entry, looked up): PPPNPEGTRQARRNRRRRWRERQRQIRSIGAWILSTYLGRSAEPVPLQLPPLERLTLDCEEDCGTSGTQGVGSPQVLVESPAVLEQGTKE
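Assay system: Labelled RRE RNA duplex and labelled Rev peptide | Times: 5 min preincubation and 15 min binding, 25 °C | Detection: FRET, ex 480 nm, em 540 and 671 nm | Evaluation: % inhibition of FRET ratio versus controls | Benchmarks: DMSO wells as 0% and neomycin B wells as 100% inhibition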
PTPN22 act – activators of human LYP (PTPN22) phosphatase | Q9Y2R2 | recombinant LYP, DiFMUP fluorescence; 0 = plate median, 100 = signal doubled | activation, % at 2 µM | actives 0.11% (n = 96,000) | AID 697;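 active = activation at 2 µM above a set limit, the mean plus 5 SD, cut at about 37% in these data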
Target sequence (Q9Y2R2 whole entry, looked up): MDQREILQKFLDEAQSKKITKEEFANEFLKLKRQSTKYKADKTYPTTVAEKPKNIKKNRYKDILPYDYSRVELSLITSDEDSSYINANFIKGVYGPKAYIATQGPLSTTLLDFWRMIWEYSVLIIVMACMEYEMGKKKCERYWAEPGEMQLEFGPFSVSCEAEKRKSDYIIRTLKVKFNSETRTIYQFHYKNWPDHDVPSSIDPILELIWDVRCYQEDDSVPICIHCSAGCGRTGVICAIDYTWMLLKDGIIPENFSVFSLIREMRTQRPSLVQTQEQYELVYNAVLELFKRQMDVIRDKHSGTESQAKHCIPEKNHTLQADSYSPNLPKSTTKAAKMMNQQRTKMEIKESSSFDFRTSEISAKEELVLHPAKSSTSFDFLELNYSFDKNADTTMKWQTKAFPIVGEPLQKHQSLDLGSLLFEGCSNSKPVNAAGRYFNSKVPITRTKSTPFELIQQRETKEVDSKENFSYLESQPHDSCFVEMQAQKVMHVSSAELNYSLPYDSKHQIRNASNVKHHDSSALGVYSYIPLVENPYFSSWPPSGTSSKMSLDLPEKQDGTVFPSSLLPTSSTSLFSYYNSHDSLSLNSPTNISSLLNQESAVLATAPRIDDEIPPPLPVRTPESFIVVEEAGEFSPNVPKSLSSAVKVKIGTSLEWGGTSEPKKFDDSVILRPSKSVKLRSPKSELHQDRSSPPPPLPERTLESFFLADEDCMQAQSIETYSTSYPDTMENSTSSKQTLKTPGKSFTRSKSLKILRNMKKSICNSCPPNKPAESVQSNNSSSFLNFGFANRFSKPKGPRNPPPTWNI
PTPN22 inh 2 – LYP (human) phosphatase inhibition; actives 0.21% (n = 96,000); inhibition, % at 2 µM; AID 640; recombinant LYP catalytic domain, DiFMUP fluorescence;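 active = inhibition at 2 µM at or above a set limit, the screen mean plus 3 SD, cut at about 24% in these data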;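 note: 0% = DMSO with enzyme and 100% = enzyme fully blocked by orthovanadate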
FAK inh – FAK (human) kinase inhibition; Q05397; biochemical FAK kinase activity assay; inhibition, %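 (tested at 7 µM)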; actives 0.84% (n = 97,000); AID 727; in the data active = inhibition above about 19%;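 note: 0% = DMSO and 100% = reference compound high control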
S1P2 agonist – S1P2 (human) receptor agonism. O95136. S1P2-expressing cell line, agonist reporter read-out. activation, % at 4.5 µM. actives 0.46% (n = 97,000). AID 729; in the data active = activation above about 16%;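 note: 0% = vehicle low control and 100% = maximal reference agonist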
PostGolgi yeast – growth inhibition of a yeast mutant, post-Golgi transport screen; post-Golgi transport phenotypic cell assay; inhibition, % at 10 µM; actives 0.9% (n = 98,000);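 note: yeast cells grown in 1536-well plates; yeast grown about 18 h at 30C before absorbance read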
EphB4 antag – EphB4-ephrin-B2 interaction antagonism; actives 0.15% (n = 97,000); inhibition, % at 7 µM; EphB4 LBD / TNYL-RAW-Alexa532 peptide, fluorescence polarization;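 active = inhibition above the screen-wide mean inhibition plus 3 SD, cut at about 15% in these data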;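 note: 0% = DMSO wells and 100% = excess unlabeled TNYL-RAW peptide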
PostGolgi ctrl – inhibits growth of the yeast control strain; actives 5% (n = 98,000); inhibition, % at 10 µM; efflux-deficient yeast background strain, growth absorbance A615, 16 h
An asterisk follows results filed as active; x = no result given. Cut-off read from the data, not from the text of the source, unless noted: active = inhibition above about 30%; inactive = the rest.

SMILES	S1P2 antag	Rev-RRE block	PTPN22 act	PTPN22 inh 2	FAK inh	S1P2 agonist	PostGolgi yeast	EphB4 antag	PostGolgi ctrl
O=c1c2c3c(sc2ncn1/N=C/c1ccc([N+](=O)[O-])o1)CCCC3	23	12	-6	8	7	0	105*	1	60*
Cn1nnnc1SCc1nnc(-c2ccc(F)cc2)o1	3	4	-4	3	0	-5	0	1	9
O=C1CC(=O)C(n2cncn2)C(c2c(F)cccc2Cl)C1 (stereo not drawn)	6	2	4	2	3	-2	15	4	-7
O=C(Nc1cnn(Cc2ccccc2)c1)NC12CC3CC(CC(C3)C1)C2	-8	0	2	-1	0	-3	3	-8	-1
O=C(Nc1ccc(F)cc1)c1cc(S(=O)(=O)N2CCCCC2)cs1	18	6	-1	-1	2	-5	2	3	13
COCCNS(=O)(=O)c1ccc(C2CNC(=O)C2)cc1 (stereo not drawn)	-5	2	-6	6	1	-2	-5	-13	-2
COc1ccc(NC(=O)c2nc[nH]c2C(=O)Nc2ccccc2C)cc1	-39	-3	7	-11	0	3	-3	-6	10
C=CCOCCN1C(=O)C2C(c3ccccc3)C=CC(c3ccccc3)C2C1=O (stereo not drawn)	-8	-1	3	-3	-1	-1	9	2	2
CCCS(=O)(=O)c1c(S(=O)(=O)CCC)c2c(C)cccn2c1C(=O)OC	-11	0	8	-6	-3	-7	-2	6	4
C(=N\n1cnnc1)/c1ccc(OCc2cccc3ccccc23)cc1	-6	8	4	-5	-1	-1	4	-2	28
COc1cc(C2Nc3ccccc3C(=O)N2c2ccccc2)ccc1O (stereo not drawn)	-8	1	-12	14	2	-2	-1	-6	-11
Cc1nnc2c(-c3ccccc3)nc3ccccc3n12	-14	5	4	-6	-2	-1	10	2	13
CC(C)(C)C1(C)OC(C(N)=O)C(C(N)=O)O1 (stereo not drawn)	-1	6	0	-4	-1	-5	-6	-9	6
CNS(=O)(=O)c1cccc(C(=O)OC2CCCCC2=O)c1 (stereo not drawn)	-7	13	0	0	0	-1	1	-3	14
O=C(Nc1nccs1)C1Cc2ccccc2CN1S(=O)(=O)c1ccc(F)cc1 (stereo not drawn)	6	9	7	-3	-1	-11	2	5	22
CCCc1nc2ccc(NC(=O)c3ccco3)cc2c(=O)n1Cc1ccccc1Cl	-22	9	5	-8	0	-2	x	-5	x
CCOC(=O)c1[nH]c2ccc(OC)cc2c1NS(=O)(=O)c1ccc(OC)cc1OC	14	15	-3	1	4	-9	-2	6	5
COc1ccc(-n2nnc3c(=O)n(CC(=O)N4CCCC4)cnc32)cc1	5	2	3	-6	-1	-9	4	-4	4
O=C(CCSc1nnc(-c2ccncc2)o1)Nc1ccccc1	-4	0	-11	13	-1	-4	1	-8	3
CCOC(=O)C1=C(C)NC(=O)NC1c1ccc(Br)s1 (stereo not drawn)	-17	3	-6	8	2	-5	-3	-5	9
CC(C)(C)NC(=O)C(c1ccccc1)N(Cc1cccs1)C(=O)c1csnn1 (stereo not drawn)	-5	8	-9	10	2	-1	x	8	x
COC(=O)/C(=C\Nc1ccc(Cl)cc1Cl)NC(=O)c1ccccc1	-4	6	-6	4	0	0	9	6	19
CCOc1cc(C2NC(=O)NC(C)=C2C(=O)NCc2ccccc2)c(Cl)cc1O (stereo not drawn)	-1	7	0	-1	0	-4	19	-1	1
Cc1cc(-c2csc(N)n2)c(C)n1CCc1ccccc1	-1	20	-11	9	0	-4	-4	-1	4
Cc1cccc(C(=O)NC(=S)Nc2ccc(Cc3ccncc3)cc2)c1	15	0	-4	9	1	-7	5	1	23

Shown as a hit in PostGolgi ctrl, among the entries above:
Compound | S1P2 antag | Rev-RRE block | PTPN22 act | PTPN22 inh 2 | FAK inh | S1P2 agonist | EphB4 antag | PostGolgi ctrl
O=c1c2c3c(sc2ncn1/N=C/c1ccc([N+](=O)[O-])o1)CCCC3 | 23 | 12 | -6 | 8 | 7 | 0 | 1 | 60*

The list continues:
SMILES	S1P2 antag	Rev-RRE block	PTPN22 act	PTPN22 inh 2	FAK inh	S1P2 agonist	PostGolgi yeast	EphB4 antag	PostGolgi ctrl
CCCS(=O)(=O)N1CCCC(C(=O)NCCCN2CCN(c3ccc(F)cc3)CC2)C1 (stereo not drawn)	5	7	-2	1	-1	-9	1	5	8
CCc1ccc2nc(Nc3nc(COC)cc(=O)[nH]3)nc(C)c2c1	-19	18	-5	10	-4	19*	13	-3	9
CCOC(=O)C1=C(c2ccccc2)NC(=O)NC1c1ccc(OCC#N)c(OC)c1 (stereo not drawn)	19	7	4	-7	-6	-14	-9	-2	-1
Nc1nonc1N1CCCCC1	12	2	10	-6	-2	-9	-2	-4	6
COc1ccc2c(c1OC)C(=O)OC2CC(=O)c1ccc2c(c1)OCO2 (stereo not drawn)	-14	2	4	-2	1	-3	14	0	0
CCOC(=O)c1sc(NC(=O)c2ccc(S(=O)(=O)N(C)C)cc2)cc1C	7	7	-2	0	-2	-4	-11	10	-2
O=C(CNC(=O)c1ccccc1)NCC(=O)OCc1ccc(Cl)cc1	9	-2	-6	8	-1	-1	8	1	3
CCn1c(=O)c2cc(C(=O)N3CCOCC3)sc2c2ccccc21	-44	1	8	-8	4	1	0	1	17
CC(C)c1nc2sc3c(NCc4ccccc4)ncnc3c2c2c1COC(C)(C)C2	-48	8	7	-8	-1	-6	14	3	-3
Cc1cnc(C(=O)Nc2nnc(C)s2)cn1	11	8	-4	1	-4	-4	14	2	10
Cc1ccc(-c2csc3n[nH]c(=S)n23)cc1	4	2	-19	17	-1	-9	9	-11	3
COc1ccc(/C=N/N2C(=O)CSC2=S)cc1	2	6	5	-6	-1	3	-1	-2	0
CCCCn1c(N)c(-c2nc3ccccc3s2)c2c([N+](=O)[O-])nn(CC)c(=O)c21	5	4	-3	7	1	-8	7	3	-1
CCOc1ccccc1C(=O)N1CCN=C1SCc1cccnc1	-7	5	-10	11	-2	-5	-4	1	1
CCCCN1C2CCCC1CC(NC(=O)c1ccc(OC)c(OC)c1)C2 (stereo not drawn)	20	1	3	-4	-7	-11	14	7	-9
O=C(NCc1nc(-c2ccccc2)no1)c1ccc2c(c1)OCO2	-8	8	-8	10	-2	-3	8	-1	-2
CCc1ccccc1NC(=O)CSc1nnc([C@@H](NC(=O)OC(C)(C)C)C(C)CC)o1 (stereo partly drawn)	19	2	9	-10	26*	-8	-4	-2	4
Cc1ccc(-c2noc(C3CCCN(C(=O)c4c(F)cccc4F)C3)n2)cc1 (stereo not drawn)	18	12	4	-6	-5	-4	4	3	18
CC1(C)CC(NC(=O)CCC2CCCC2)CC(C)(C)N1	12	8	-7	7	2	2	-8	11	40*
Cc1cc(SCC(=O)c2ccc3c(c2)OCO3)nc2ccccc12	-12	13	4	-2	1	1	-10	-1	5
CC(C)c1nc2ccc(C(=O)O)cc2[nH]1	-5	4	1	1	-2	-4	3	0	-4
CCc1cccc(C)c1NC(=O)C1=C(C(=O)O)CCCC1	-10	1	3	-4	4	-7	2	-6	12
COC(=O)C1CSC(C(=O)OC)N1C(=O)Nc1ccc(Cl)c(Cl)c1 (stereo not drawn)	-18	0	4	0	-3	-8	15	-1	2
O=C(NCCCn1ccnc1)c1cc(-c2ccc3c(c2)OCO3)on1	7	0	14	-11	-69	-4	-3	-4	-4
Cc1ccc(C(C(=O)NC2CCCC2)N(Cc2ccco2)C(=O)CCC(=O)Nc2ccccn2)cc1 (stereo not drawn)	20	-1	-7	6	1	-5	-1	-2	0

Carrying on.
SMILES	S1P2 antag	Rev-RRE block	PTPN22 act	PTPN22 inh 2	FAK inh	S1P2 agonist	PostGolgi yeast	EphB4 antag	PostGolgi ctrl
Cc1ccc(C)c(NS(=O)(=O)c2ccc(OCC(=O)N3CCOCC3)cc2)c1	4	1	0	-4	0	-1	-2	4	6
Cc1noc(C)c1S(=O)(=O)N1CCC(C(=O)N(C)Cc2ccccc2)CC1	4	2	8	-5	0	-5	-5	-1	14
COCCNC(=O)CSCc1c(F)cccc1Cl	18	9	6	-7	0	-2	-5	1	4
CCOC(=O)c1[nH]c2cc(OC)c(OC)cc2c1NC(=O)c1ccc2c(c1)OCO2	10	4	-3	1	4	-1	18	-7	4
OCCOCCNc1ncnc2c1cnn2-c1ccc(Cl)cc1	14	7	-1	-2	8	-2	-3	8	1
Cc1cc(NC(=O)c2ccco2)no1	-8	7	-2	5	0	-5	-8	-4	-3
COC(=O)c1ccc(C)c(NC(=O)Cc2coc3cc(OC)ccc23)c1	2	1	2	1	-5	-6	-1	5	15
O=C(O)c1nc(-c2ccccc2)n(-c2ccc(Cl)cc2)n1	3	4	13	-8	-3	-3	-2	-16	-2
Cn1c(SCC(=O)NC(=O)NCc2ccco2)nnc1-c1ccccc1	9	-5	-1	5	15	-2	-3	7	4
Cc1cccc(OCC2=N/C(=C\N(C)C)C(=O)O2)c1	2	5	3	-3	-3	-5	2	-5	2
c1ccc(-c2noc(-c3cccc4ccccc34)n2)nc1	13	17	-3	2	1	-2	16	9	14
CC(=O)c1sc(NC(=O)c2cccc3ccccc23)nc1C	-4	7	4	-3	-1	-5	9	4	-1
O=C(CN1C(=O)c2cccc3cccc1c23)N1CCc2ccccc2C1	6	7	-7	6	4	-1	-1	3	9
Cc1nc2c(nnn2Cc2ccccc2)c(=O)n1-c1ccccc1	-13	-1	13	-12	0	-5	-3	-7	12
CCOc1ccc(-n2c(SCC(=O)Nc3ccc4c(c3)OCO4)nc3ccccc3c2=O)cc1	-11	3	-10	11	3	-3	0	-3	19
Cc1noc(C)c1CSCC(=O)OCC(=O)NC1CCCCC1	15	6	-5	3	3	-9	5	2	1
Cn1c(SCc2ccccc2)nnc1-c1cnccn1	2	2	-3	7	-2	-7	-1	-5	2
CC(C)N(Cc1nc(-c2ccccc2)no1)C(=O)C1CCCCC1	4	9	-7	10	2	-4	-10	0	19
CC1CCN(C(=O)CSc2nc3ccccc3s2)CC1	-7	9	8	-4	2	-5	-5	0	2
Cc1ccc(-n2ncc3c(=O)n(CC(=O)N4CCN(c5ccccc5F)CC4)cnc32)cc1C	3	9	4	-4	-1	-9	x	6	x
CCOC(=O)N1CCN(/C=C(\C#N)c2nc3ccccc3s2)CC1	13	53*	4	-3	-13	-4	2	-3	19
COC(=O)c1ccc(CSc2nc(-c3ccc(OC)cc3)nc3c2c(=O)n(C)c(=O)n3C)o1	11	13	-7	10	1	-7	x	0	x
OC1C=CSc2nc3ccccc3n21 (stereo not drawn)	-1	3	-1	0	0	-4	0	-4	-2
Cc1ccc2c(c1)nc(NCCO)n2C	18	4	2	-3	3	-2	6	-3	-1
CC(C)Cn1cc(C(=O)NCC2CCCO2)c2c3ccccc3n(C)c2c1=O (stereo not drawn)	-20	5	-1	2	-1	-8	3	-4	23
COc1cc(-c2cn(S(=O)(=O)c3cccc4nsnc34)nc2N)cc(OC)c1OC	-17	3	-12	10	-1	-2	4	5	7
CCc1nnc(NC(=O)C2CCC2)s1	24	7	-6	4	-3	-4	7	4	8
Cc1ccc(NC(=O)CCC(=O)OCC(=O)c2ccc(Oc3ccc([N+](=O)[O-])cc3)cc2)c(C)c1	-16	5	-3	8	2	-3	2	-4	12

Some of these compounds in order of count of non-hydrogen atoms, smallest number first:
SMILES	S1P2 antag	Rev-RRE block	PTPN22 act	PTPN22 inh 2	FAK inh	S1P2 agonist	PostGolgi yeast	EphB4 antag	PostGolgi ctrl
OC1C=CSc2nc3ccccc3n21 (stereo not drawn)	-1	3	-1	0	0	-4	0	-4	-2
CC1CCN(C(=O)CSc2nc3ccccc3s2)CC1	-7	9	8	-4	2	-5	-5	0	2
c1ccc(-c2noc(-c3cccc4ccccc34)n2)nc1	13	17	-3	2	1	-2	16	9	14
CCOC(=O)N1CCN(/C=C(\C#N)c2nc3ccccc3s2)CC1	13	53*	4	-3	-13	-4	2	-3	19
O=C(CNC(=O)c1ccccc1)NCC(=O)OCc1ccc(Cl)cc1	9	-2	-6	8	-1	-1	8	1	3
CCCCN1C2CCCC1CC(NC(=O)c1ccc(OC)c(OC)c1)C2 (stereo not drawn)	20	1	3	-4	-7	-11	14	7	-9

Source: PubChem BioAssay (several laboratories)
